ALDH1A1 block = inhibitors of human aldehyde dehydrogenase 1A1; P00352; Purified ALDH1A1, NADH fluorescence, propionaldehyde substrate; Potency, µM (series often up to 75.3 µM), inactives show top-dose activity, negative = inhibition, most hits filed as inhibitors; 220,000 tested, 7.3% active; active = well fitted inhibition curve with a large enough effect, not every such curve was filed as active; inconclusive = small, poorly fitted or top-dose-only effect, or another doubt; inactive = no such curve, though single readings can be large or run the other way;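 note: plate controls were no enzyme wells and a reference inhibitor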
Target sequence (P00352 whole entry, looked up): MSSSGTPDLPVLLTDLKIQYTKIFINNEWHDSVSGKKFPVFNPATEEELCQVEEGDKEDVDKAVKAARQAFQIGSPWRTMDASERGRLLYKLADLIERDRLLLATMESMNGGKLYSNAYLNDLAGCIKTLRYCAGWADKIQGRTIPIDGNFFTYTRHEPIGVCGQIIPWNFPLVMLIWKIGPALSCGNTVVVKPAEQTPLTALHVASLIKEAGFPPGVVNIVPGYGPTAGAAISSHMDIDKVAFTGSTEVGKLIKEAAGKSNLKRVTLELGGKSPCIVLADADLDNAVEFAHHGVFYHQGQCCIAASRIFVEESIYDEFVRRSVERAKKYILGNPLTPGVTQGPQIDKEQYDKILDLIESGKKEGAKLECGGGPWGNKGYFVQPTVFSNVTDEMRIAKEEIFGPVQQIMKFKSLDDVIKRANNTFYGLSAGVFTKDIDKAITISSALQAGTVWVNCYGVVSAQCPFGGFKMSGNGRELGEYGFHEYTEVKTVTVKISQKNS
TRb SRC2 PPI = inhibitors of human thyroid hormone receptor beta-SRC2 interaction | P10828 | TRbeta-SRC2 peptide binding, fluorescence polarization; receptor liganded with 1 µM T3 | Potency, µM (doses to about 106 µM), inactives show at the highest dose activity change, negative = inhibition, actives largely listed as inhibitors | 280,000 tested, 0.065% active | AID 1469;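 note: plate controls were bound peptide for no effect and peptide without receptor for full effect; nearly all actives have a fitted effect of over 50% in size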
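Polarization signal, normalized between peptide-alone and full complex controls, measured compound effects on T3-liganded human TRb LBD (0.6 uM) binding 20 nM Texas Red SRC2 peptide after 5 hr.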
Tau fibril FP = tau fibrillization inhibition (FP); 280,000 tested, 0.39% active; P10636; Potency, µM (top dose mostly 57.7 µM), without a hit: at the top dose activity, negative = inhibition, most hits filed as inhibitors; K18 P301L tau heparin fibrillization, Alexa594 FP, 6 h; note: nearly all actives have a fitted effect of over 55% in size
Target sequence (P10636 561-689 P618L limits assumed): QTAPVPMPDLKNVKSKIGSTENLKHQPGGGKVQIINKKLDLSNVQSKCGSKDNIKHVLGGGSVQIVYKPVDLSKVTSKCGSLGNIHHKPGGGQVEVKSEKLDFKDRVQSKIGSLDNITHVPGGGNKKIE
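Human K18 P301L fragment (15 uM unlabeled plus 0.24 uM Alexa 594-labeled) in 100 mM sodium acetate pH 7 with compound, aggregation induced by 20 uM heparin for 6 hr at 37 C. ThT (30 uM) added for 1 hr, then Alexa 594 FP read.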
L3MBTL1 block = L3MBTL1 (human) inhibition; AID 485360; AlphaScreen L3MBTL1–H3K9me1 peptide binding; 230,000 tested, 0.66% active; Q9Y468; Potency, µM (highest dose often 57.1 µM), for inactives: top-dose activity, negative = inhibition, most hits filed as inhibitors; note: nearly all actives have a fitted effect of over 60% in size
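L3MBTL1 50 nM + b-AHA-H3(1-15)K9me1 75 nM, 30 min RT; compound added, 30 min RT; streptavidin donor/Ni-chelate acceptor beads 10 ug/mL each final, 30 min RT dark; AlphaScreen read.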
GLA spleen mod = alpha-galactosidase A (human) modulation; human spleen homogenate, 4MU-alpha-Gal fluorescence, 40 min; Potency, µM (top dose mostly 80 µM), without a hit: at the top dose activity change, negative = inhibition, usual class: inhibitors; 240,000 tested, 0.008% active; P06280; AID 2107;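 note: 0% = enzyme with vehicle and -100% = no enzyme basal signal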
Target sequence (P06280 32-429 limits assumed): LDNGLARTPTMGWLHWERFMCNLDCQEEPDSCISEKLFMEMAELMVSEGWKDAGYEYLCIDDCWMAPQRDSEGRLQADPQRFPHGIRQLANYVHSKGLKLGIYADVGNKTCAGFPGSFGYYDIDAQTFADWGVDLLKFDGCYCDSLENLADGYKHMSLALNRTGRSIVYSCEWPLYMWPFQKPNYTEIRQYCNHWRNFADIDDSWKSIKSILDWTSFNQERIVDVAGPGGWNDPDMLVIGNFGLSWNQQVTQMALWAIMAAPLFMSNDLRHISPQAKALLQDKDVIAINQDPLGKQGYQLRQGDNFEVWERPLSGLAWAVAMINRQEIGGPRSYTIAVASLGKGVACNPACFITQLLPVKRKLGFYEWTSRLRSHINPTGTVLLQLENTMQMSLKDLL
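Human spleen homogenate (1 ug) as enzyme source, 4-methylumbelliferyl-alpha-D-galactopyranoside 1 mM final, citrate/phosphate pH 5.0 with 0.01% Tween-20. Compounds 40 min at 37C, NaOH/glycine stop; fluorescence Ex 365/Em 440, Hill-fit AC50.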
Tau fibril ThT = tau fibrillization inhibition (ThT binding); P10636; recombinant tau K18 P301L, heparin-induced fibrillization, ThT fluorescence; Potency, µM (doses to about 57.4 µM), inactives show top-dose activity, negative = inhibition, hits mostly inhibitors; 270,000 tested, 2.1% active; AID 1460; note: nearly all actives have a fitted effect of over 55% in size
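K18 P301L tau (15 uM + 0.24 uM Alexa 594-tagged), heparin 20 uM, NaOAc pH 7, 6 h 37 C; ThT 30 uM, 1 h RT, ex 450/em 510 nm.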
TR SRC2 fluor cs = alters Texas Red total fluorescence, flagging assay interference; TRb/SRC2 Texas Red total fluorescence interference; Potency, µM (titrated, usually from 106 µM), inactives show at the highest dose fluorescence change, negative = quenching; 280,000 tested, 0.29% active; AID 1479; active = well fitted curve in either direction with a large enough effect; inconclusive = small, poorly fitted or top-dose-only effect
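Flags fluorescent or light-absorbing compounds by total fluorescence, S + 2P, at 555 nm excitation and 632 nm emission. Mixture: 20 nM Texas Red SRC2 peptide, 0.6 uM human TRb LBD, 1 uM T3, 5% DMSO; compound exposure 5 h at ambient temperature.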
Tau fluor counter = counter-screen for tau fibril formation inhibitors. 280,000 tested, 0.93% active. AID 1463. tau K18 P301L Alexa594 fluorescence, heparin fibrillization. Potency, µM (doses to about 57.7 µM), for the others: top-dose activity change, negative = decrease; note: nearly all actives have a fitted effect of over 55% in size
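Human tau K18 P301L (15 uM unlabeled, 0.24 uM Alexa 594-labeled) in 100 mM sodium acetate pH 7 with 20 uM heparin, 6 hr at 37 C. ThT 30 uM added, 1 hr ambient; Alexa 594 FP and total fluorescence read at 555/632 nm.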
* marks the source's active call; other numbers are inactive results; & = joins results of further samples; [ ] = dose if it differs, or a comment. Unless noted, calls come from the whole dose curve; as a rule, active = well fitted curve in the direction sought with a large enough effect; inconclusive = small, poorly fitted or top-dose-only effect, or another doubt; inactive = no such curve, though single readings can be large; an effect the other way counts as inactive or inconclusive. Unless noted, % is set by controls: 0 for no effect and ±100 for the full control effect; potency is the fitted concentration of half-maximal effect.

For CCN(CC)C(=O)c1ccccc1NC(=O)c1cccc(S(=O)(=O)N(CC)CC)c1 the results were ALDH1A1 block 2.0%, TRb SRC2 PPI -8.9%, Tau fibril FP -14.9%, L3MBTL1 block 4.3%, GLA spleen mod -10.0%, Tau fibril ThT -0.7%, TR SRC2 fluor cs -0.7% and Tau fluor counter -4.9%.
Screening O=c1cccc2n1Cc1cc3ccccc3nc1-2 returned ALDH1A1 block inconclusive, TRb SRC2 PPI 0.8%, Tau fibril FP -7.0%, L3MBTL1 block 6.4%, GLA spleen mod inconclusive, Tau fibril ThT inconclusive, TR SRC2 fluor cs 0.0% and Tau fluor counter -16.0%.
`CC(=O)N1CCc2cc(S(=O)(=O)NC(CC(C)C)C(=O)NCCc3ccc(C)cc3)ccc21` (centres undefined) gave TRb SRC2 PPI -9.9%, Tau fibril FP -0.8%, Tau fibril ThT -7.6%, TR SRC2 fluor cs 1.5% and Tau fluor counter -16.6%.
For NS(=O)(=O)c1cc2c(cc1C(F)(F)F)NCNS2(=O)=O the results were ALDH1A1 block -9.3%, TRb SRC2 PPI 8.1%, Tau fibril FP -3.0%&-2.4%, L3MBTL1 block -10.2%, GLA spleen mod 2.5%, Tau fibril ThT 0.8%&0.5%, TR SRC2 fluor cs -1.7% and Tau fluor counter -2.5%&-3.8%.
For O=C(CNS(=O)(=O)c1ccccc1F)Nc1ccc(N2CCOCC2)cc1 the results were ALDH1A1 block -7.4%, TRb SRC2 PPI -24.5%, Tau fibril FP 8.3%, GLA spleen mod -7.6%, Tau fibril ThT inconclusive, TR SRC2 fluor cs -0.9% and Tau fluor counter -9.1%.
Screening CCn1cc(C(=O)N2CCN(c3cccc(Cl)c3)CC2)c2cc(OC)c(OC)cc2c1=O returned ALDH1A1 block -3.7%, TRb SRC2 PPI 3.5%&-11.1%, Tau fibril FP 3.4%&4.6%, GLA spleen mod -0.3%, Tau fibril ThT -4.4%&-11.4%, TR SRC2 fluor cs -0.2%&-0.7% and Tau fluor counter -5.2%&-14.8%.
For COC(=O)C1CCN(Cc2cc(=O)oc3cc(OC)ccc23)CC1 the results were ALDH1A1 block inconclusive, TRb SRC2 PPI -10.1%, Tau fibril FP 2.0%, GLA spleen mod 1.5%, Tau fibril ThT -6.5%, TR SRC2 fluor cs -0.6% and Tau fluor counter -2.1%.
Screening Cc1ccc(C(=O)Cn2c(C)cc(C)c(C#N)c2=O)cc1 returned ALDH1A1 block 1.3%, TRb SRC2 PPI -1.8%, Tau fibril FP -0.5%, L3MBTL1 block -0.8%, GLA spleen mod -11.9%, Tau fibril ThT -6.1%, TR SRC2 fluor cs 1.6% and Tau fluor counter -2.0%.
Screening N#CCCn1cc(C(=O)O)c(-c2cc3ccccc3o2)n1 returned ALDH1A1 block inconclusive, TRb SRC2 PPI 0.9%, Tau fibril FP -3.3%, L3MBTL1 block 8.9%, GLA spleen mod -7.4%, Tau fibril ThT -7.3%, TR SRC2 fluor cs -0.1% and Tau fluor counter -2.5%.
For COc1ccc(S(=O)(=O)NNC(=O)c2cc3ccccc3o2)cc1 the results were ALDH1A1 block -2.0%, TRb SRC2 PPI -17.5%, Tau fibril FP -1.1%, L3MBTL1 block 3.3%, GLA spleen mod -13.0%, Tau fibril ThT -6.0%, TR SRC2 fluor cs -0.1% and Tau fluor counter -4.9%.
For CCCCn1c(N)c(NCC)c(=O)[nH]c1=O the results were ALDH1A1 block inconclusive, TRb SRC2 PPI 0.9%, Tau fibril FP -2.7%, L3MBTL1 block 13.4%, GLA spleen mod 14.0%, Tau fibril ThT -6.7%, TR SRC2 fluor cs -4.2% and Tau fluor counter -4.8%.
COc1ccc(CNC(=O)C(CC(C)C)NS(=O)(=O)c2ccc3c(c2)oc(=O)n3C)cc1 (centres undefined) was read as TRb SRC2 PPI -4.5%, Tau fibril FP -1.4%, Tau fibril ThT -0.5%, TR SRC2 fluor cs -2.1% and Tau fluor counter -0.7%.

The closing 2 records of the section before come first, to join the parts.
For CCCCn1c(N)c(NCC)c(=O)[nH]c1=O the results were ALDH1A1 block inconclusive, TRb SRC2 PPI 0.9%, Tau fibril FP -2.7%, L3MBTL1 block 13.4%, GLA spleen mod 14.0%, Tau fibril ThT -6.7%, TR SRC2 fluor cs -4.2% and Tau fluor counter -4.8%.
COc1ccc(CNC(=O)C(CC(C)C)NS(=O)(=O)c2ccc3c(c2)oc(=O)n3C)cc1 (centres undefined) was read as TRb SRC2 PPI -4.5%, Tau fibril FP -1.4%, Tau fibril ThT -0.5%, TR SRC2 fluor cs -2.1% and Tau fluor counter -0.7%.
`Cc1ccc(N2CC(C(=O)OCC(=O)Nc3ccccc3F)CC2=O)cc1` (centres undefined) gave ALDH1A1 block -9.4%, TRb SRC2 PPI -6.2%, Tau fibril FP -1.8%, L3MBTL1 block -0.6%, GLA spleen mod -7.9%, Tau fibril ThT -4.0%, TR SRC2 fluor cs -1.1% and Tau fluor counter -5.4%.
For Cc1cc(C)c(NC(=O)CCn2nnc3ccccc32)c(C)c1 the results were ALDH1A1 block 4.0%, TRb SRC2 PPI -3.7%, Tau fibril FP 5.9%[2.34 µM], L3MBTL1 block 13.1%, GLA spleen mod -7.5%, Tau fibril ThT 9.1%, TR SRC2 fluor cs -3.7% and Tau fluor counter 11.6%.
`C(=N\Nc1nc2ccccc2[nH]1)/c1ccc2c(c1)OCCO2` gave ALDH1A1 block 12.3%, TRb SRC2 PPI -1.0%, Tau fibril FP 12.1%, L3MBTL1 block -8.8%, GLA spleen mod -7.1%, Tau fibril ThT 3.98µM*, TR SRC2 fluor cs -7.6% and Tau fluor counter inconclusive.
O=C(CCN1C(=O)C2C3C=CC(C3)C2C1=O)N1CCN(c2ccccn2)CC1 (centres undefined) was read as ALDH1A1 block inconclusive, TRb SRC2 PPI 4.8%, Tau fibril FP -5.0%, L3MBTL1 block 5.8%, GLA spleen mod -0.2%, Tau fibril ThT -5.7%, TR SRC2 fluor cs 6.9% and Tau fluor counter -4.9%.
Cc1ccc(NC(=O)CN2C(=S)NC(C)(C)CC2C)cc1Cl (centres undefined) was read as ALDH1A1 block inconclusive, TRb SRC2 PPI -1.5%, Tau fibril FP 2.7%, L3MBTL1 block 10.7%, GLA spleen mod 0.6%, Tau fibril ThT -0.8%, TR SRC2 fluor cs -2.5% and Tau fluor counter -6.4%.
`NC(=S)N/N=C/c1coc2cc(Cl)ccc2c1=O` gave ALDH1A1 block inconclusive, TRb SRC2 PPI 3.4%, Tau fibril FP -1.2%, L3MBTL1 block 4.9%, GLA spleen mod 1.5%, Tau fibril ThT inconclusive, TR SRC2 fluor cs 2.1% and Tau fluor counter -15.2%.
Cc1ccc(N2C(=O)/C(=C\c3ccc(C(C)C)cc3)N=C2SC2CCOC2=O)cc1 (centres undefined) was read as ALDH1A1 block inconclusive, TRb SRC2 PPI -3.7%, Tau fibril FP -3.5%, L3MBTL1 block 3.4%, GLA spleen mod 3.9%, Tau fibril ThT -10.9%, TR SRC2 fluor cs 1.7% and Tau fluor counter -14.8%.
For CNC(=O)c1cc2cc(OC)ccc2n1CCN(C)C the results were ALDH1A1 block inconclusive, TRb SRC2 PPI -5.5%, Tau fibril FP -3.7%, L3MBTL1 block -4.6%, GLA spleen mod -7.0%, Tau fibril ThT -4.1%, TR SRC2 fluor cs -0.2% and Tau fluor counter -1.4%.
Screening Cc1cc(O)c(C(C)(C)C)cc1Sc1cc(C(C)(C)C)c(O)cc1C returned ALDH1A1 block inconclusive, TRb SRC2 PPI 6.6%[201 µM], GLA spleen mod 1.8% and TR SRC2 fluor cs -3.9%[201 µM].
For CC(C)(C)C1CCc2c(sc(NC(=O)c3cccs3)c2C(=O)N2CCCCC2)C1 (centres undefined) the results were ALDH1A1 block 3.0%, TRb SRC2 PPI -4.5%, Tau fibril FP 3.9%, GLA spleen mod 4.4%, Tau fibril ThT -13.9%, TR SRC2 fluor cs 0.2% and Tau fluor counter -13.0%.
`CCOC(=O)c1ccccc1NC(=O)CSc1ccc(-c2sc(-c3ccccc3)nc2C)nn1` gave TRb SRC2 PPI -3.2%, Tau fibril FP -3.7%, Tau fibril ThT 1.8%, TR SRC2 fluor cs -2.9% and Tau fluor counter -12.8%.
Cc1ccc(Cn2nnc3c(=O)n(Cc4cc(C)ccc4C)cnc32)cc1 was read as ALDH1A1 block 5.6%, TRb SRC2 PPI -4.0%, Tau fibril FP -0.1%, L3MBTL1 block -6.7%, GLA spleen mod -1.1%, Tau fibril ThT 3.0%, TR SRC2 fluor cs 0.5% and Tau fluor counter -0.5%.
For CCOc1ccc(CCNC(=O)CCN2C(=O)COc3ccccc32)cc1OCC the results were ALDH1A1 block 9.8%, TRb SRC2 PPI -8.1%, Tau fibril FP -0.1%, L3MBTL1 block 1.6%, GLA spleen mod 13.7%, Tau fibril ThT -6.1%, TR SRC2 fluor cs -1.2% and Tau fluor counter -6.2%.
O=C(Nc1nncs1)Oc1ccccc1 was read as ALDH1A1 block 8.4%, TRb SRC2 PPI -17.6%, Tau fibril FP -5.1%, L3MBTL1 block 8.1%, GLA spleen mod 0.4%, Tau fibril ThT 0.6%, TR SRC2 fluor cs 2.4% and Tau fluor counter -2.8%.
C=CCN(Cc1nc(-c2cc(OC)ccc2OC)oc1C)C1CCS(=O)(=O)C1 (centres undefined) was read as ALDH1A1 block -12.9%, TRb SRC2 PPI -3.5%, Tau fibril FP -1.0%[2.34 µM], L3MBTL1 block 2.9%, GLA spleen mod -4.7%, Tau fibril ThT -6.0%, TR SRC2 fluor cs 1.7% and Tau fluor counter 4.8%[2.34 µM].
Screening COCCC(=O)N1CCCC(CCC(=O)NCc2ccc(F)c(F)c2)C1 (centres undefined) returned ALDH1A1 block 1.8%, TRb SRC2 PPI -1.5%[53 µM], Tau fibril FP -1.7%, L3MBTL1 block 2.0%, GLA spleen mod -1.8%, Tau fibril ThT 3.2%, TR SRC2 fluor cs 0.5%[53 µM] and Tau fluor counter 6.4%.
COc1ccc(-c2c(C)c3ccc(O)c(CN4CCCC4)c3oc2=O)cc1OC was read as TRb SRC2 PPI 0.1%, Tau fibril FP -0.3%, Tau fibril ThT -6.3%, TR SRC2 fluor cs 0.8% and Tau fluor counter -8.3%.

High-throughput results from PubChem BioAssay.
